PGK inhibitor – blocks T. brucei phosphoglycerate kinase; P07378; PGK/GAPDH coupled, Kinase-Glo luminescence, 60 min; Potency, µM (doses to about 57.5 µM), inactives show at the highest dose activity change, negative = inhibition, actives largely listed as inhibitors; actives 0.043% (n = 380,000); AID 602233; also: % is scaled to controls: 0 for no effect and ±100 for the full control effect; nearly all actives have a fitted effect of over 60% in size
Target sequence (P07378 whole entry, looked up): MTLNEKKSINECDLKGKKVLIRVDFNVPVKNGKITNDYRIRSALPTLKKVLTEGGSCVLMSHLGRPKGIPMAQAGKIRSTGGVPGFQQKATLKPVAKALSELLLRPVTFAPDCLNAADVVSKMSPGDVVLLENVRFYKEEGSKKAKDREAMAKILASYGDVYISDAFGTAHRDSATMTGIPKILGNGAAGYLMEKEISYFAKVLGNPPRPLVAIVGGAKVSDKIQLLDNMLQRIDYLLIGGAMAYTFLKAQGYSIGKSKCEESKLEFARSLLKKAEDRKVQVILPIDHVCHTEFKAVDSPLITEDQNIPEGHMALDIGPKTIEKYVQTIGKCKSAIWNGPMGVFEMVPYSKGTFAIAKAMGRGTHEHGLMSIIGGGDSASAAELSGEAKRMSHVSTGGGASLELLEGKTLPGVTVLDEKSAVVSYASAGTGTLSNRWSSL
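Luminescent ATP detection (Kinase-Glo Plus) follows a 60-minute room-temperature incubation, with wells lacking PGK as controls. Buffer: 100 mM TEA (pH 7.6), 5 mM MgCl2, 0.01% Tween-20. Coupling enzyme GAPDH (100 nM final) supplies unstable 1,3-BPG in-well.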
BAZ2B inh – inhibitors of human BAZ2B bromodomain | Q9UIF8 | AlphaScreen BAZ2B-H3K14Ac peptide displacement | Potency, µM (titrated, usually from 114 µM), without a hit: at the top dose activity change, negative = inhibition, hits mostly inhibitors | actives 4.4% (n = 360,000) | AID 504333; also: % is scaled to controls: 0 for no effect and ±100 for the full control effect; nearly all actives have a fitted effect of over 60% in size
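AlphaScreen displacement: compounds (up to 110uM) incubated 30 min at room temperature with a preformed 50 nM BAZ2B/50 nM biotinylated H3K14Ac peptide complex in PBS pH 7.4 with Tween-20. Donor and acceptor beads at 10 ug/mL final added, 20 min light-protected before reading.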
GLS inhibitor – inhibitors of human glutaminase (GLS); O94925; GLS enzymatic activity, qHTS titration; Potency, µM (top dose mostly 45.5 µM), for the others: at the highest dose activity change, negative = inhibition, hits mostly inhibitors; actives 0.21% (n = 410,000); also: % is scaled to controls: 0 for no effect and ±100 for the full control effect
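Read-out is an Amplex red fluorescence increase coupled through glutamate oxidase and HRP, measured before and after 30 min room-temperature incubation. hKGA is in 45 mM KH2PO4 (pH 8.2) with 0.02% Tween-20; glutamine added as 1mM solution.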
POLI inh – blocks human DNA polymerase iota activity. Q9UNA4. Pol iota fluorescent replication assay, 10 min. Potency, µM (titrated, usually from 115 µM), for the others: at the highest dose activity, negative = inhibition, actives largely listed as inhibitors. actives 1% (n = 390,000)
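Fluorescent replication assay read twice, at 0 min and 10 min after adding 50 nM (final) substrate. Enzyme (10 nM) and compounds were first incubated 15 min at room temperature; enzyme-free buffer wells were negative controls.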
BLM inh – blocks DNA unwinding by human BLM helicase; AID 2528; recombinant BLM DNA unwinding, fluorescence dequenching; Potency, µM (highest dose often 56.1 µM), for inactives: at the highest dose activity change, negative = inhibition, most hits filed as inhibitors; P54132; actives 0.2% (n = 350,000);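 also: plate controls were vehicle for no effect and no enzyme for full effect; nearly all actives have a fitted effect of over 35% in size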
G9a inh – inhibitors of human histone lysine methyltransferase G9a; Q96KQ7; G9a H3K9 monomethylation, AlphaScreen, 2 h; Potency, µM (doses to about 102 µM), for inactives: at the top dose activity, negative = inhibition, actives largely listed as inhibitors; actives 8.8% (n = 350,000); also: % is scaled to controls: 0 for no effect and ±100 for the full control effect; nearly all actives have a fitted effect of over 75% in size
Target sequence (Q96KQ7 913-1193 limits assumed): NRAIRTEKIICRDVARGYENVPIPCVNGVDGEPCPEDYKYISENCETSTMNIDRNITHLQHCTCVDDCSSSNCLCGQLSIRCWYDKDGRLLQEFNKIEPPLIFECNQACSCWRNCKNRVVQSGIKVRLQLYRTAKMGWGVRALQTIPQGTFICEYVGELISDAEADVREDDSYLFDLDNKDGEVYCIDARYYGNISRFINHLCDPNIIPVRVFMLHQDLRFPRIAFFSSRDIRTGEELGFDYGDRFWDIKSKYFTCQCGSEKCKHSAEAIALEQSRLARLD
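AlphaScreen read-out: biotin-H3K9 peptide (500 nM) methylation by 20 nM enzyme with 20 uM SAM, 2 h at room temperature after 15 min compound preincubation; anti-monomethyl H3K9 antibody plus donor/acceptor beads, 10 min dark.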
JMJD2A Tudor inh – JMJD2A Tudor domain (human) inhibition; actives 4.4% (n = 390,000); AlphaScreen JMJD2A-Tudor / H3K4me3 peptide binding; O75164; AID 504339; Potency, µM (titrated, usually from 114 µM), without a hit: at the highest dose activity change, negative = inhibition, actives largely listed as inhibitors; also: % is scaled to controls: 0 for no effect and ±100 for the full control effect; nearly all actives have a fitted effect of over 50% in size
Pin1 inh – blocks the human prolyl isomerase Pin1 | Pin1 FP peptide displacement, HiFluor488, 10 min | actives 0.009% (n = 390,000) | AID 504891 | Q13526 | Potency, µM (titrated, usually from 115 µM), for the others: at the top dose activity, negative = inhibition, usual class: inhibitors; active = well fitted inhibition curve with a large enough effect in the polarisation, with a control signal flat, not every such curve was filed as active; inconclusive = small, poorly fitted or top-dose-only effect, or effect the other way, or a change in a side signal; inactive = no such curve, though single readings can be large or run the other way; the % refers to the polarisation; also: % is scaled to controls: 0 for no effect and ±100 for the full control effect
Target sequence (Q13526 whole entry, looked up): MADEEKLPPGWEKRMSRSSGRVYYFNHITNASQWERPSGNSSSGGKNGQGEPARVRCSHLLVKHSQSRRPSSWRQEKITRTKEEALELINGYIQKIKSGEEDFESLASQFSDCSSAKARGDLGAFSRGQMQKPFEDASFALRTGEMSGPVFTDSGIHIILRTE
HP1b binding inh – blocks HP1-beta chromodomain binding to methylated histone tails; AlphaScreen HP1-beta / biotin-H3K9me3 peptide binding; actives 0.56% (n = 390,000); AID 540317; Potency, µM (top dose mostly 114 µM), inactives show at the highest dose activity change, negative = inhibition, actives largely listed as inhibitors; also: nearly all actives have a fitted effect of over 70% in size; inactives centre near 23
Target sequence (P83916 whole entry, looked up): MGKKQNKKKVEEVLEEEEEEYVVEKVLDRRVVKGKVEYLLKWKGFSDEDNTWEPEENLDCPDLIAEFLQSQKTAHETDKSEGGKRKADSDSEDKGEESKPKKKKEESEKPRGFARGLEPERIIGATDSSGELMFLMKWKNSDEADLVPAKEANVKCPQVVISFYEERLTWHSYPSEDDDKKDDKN
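AlphaScreen: HP1-beta (50 nM) preformed 30 min with biotin-H3(1-18)K9me3 peptide (50 nM) in PBS pH 7.4, 0.01% Tween-20. Compound added for 30 min at RT, then streptavidin donor/nickel chelate acceptor beads (10 ug/mL) for 30 min.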
Numbers without * were called inactive; i = inactive; ? = inconclusive; nt = not tested or not shown; [ ] = dose if it differs, or a comment. Unless noted, calls follow the shape of the dose curve; as a rule, active = well fitted curve in the direction sought with a large enough effect; inconclusive = small, poorly fitted or top-dose-only effect, or another doubt; inactive = no such curve, though single readings can be large; an effect the other way counts as inactive or inconclusive. Potency is read from the fitted curve at half-maximal effect.

#1 Cc1cc(C)n(CC(=O)c2ccccc2)c(=O)c1C#N
#2 CCOc1ccc(NC(=O)N2CCC(NC(=O)c3ccco3)CC2)cc1
#3 Cc1ccn2c(NC3CCCC3)c(-c3cccs3)nc2c1
#4 Cc1cc(C)c(NC(=O)Cn2c(=O)n(CCC(C)C)c(=O)c3cccnc32)c(C)c1
#5 O=C(CSc1nc2cc(Cl)ccc2o1)NCCc1ccccc1
#6 CCOC(=O)/C(=C/Nc1ccccc1)[N+](=O)[O-]
#7 COc1cc(OC)cc(-c2nnc(SCc3cccc(C(=O)O)c3)o2)c1
#8 COc1ccc(/C=N/NC(=O)c2ccco2)cc1COc1ccc(F)cc1
#9 COc1ccccc1N(CC(=O)NC(C)(C)C)C(=O)CCC(=O)Nc1ccccn1
#10 O=C(O)Cc1ccc2sc(-c3ccccc3)nc2c1

compound no.	1	2	3	4	5	6	7	8	9	10
PGK inhibitor	-7%	-2%	0%	0%	-2%	-6%	0%	0%	-1%	-17%
BAZ2B inh	-3%	5%	?	5%	15%	-3%	3%	?	-14%	7%
GLS inhibitor	2%	43%[activator]	?	-3%	7%	27%	2%	-1%	-7%	7%
POLI inh	-4%	16%	-15%	-1%	0%[58.9 µM]	4%	-8%[58.9 µM]	79µM*	58%[activator]	10%
BLM inh	1%	0%	-11%	-3%	0%	-1%	-4%	-21%	-4%	1%
G9a inh	5%[2.33 µM]	-9%[2.33 µM]	45µM*	11%[59 µM]	16%	0%	?	?	17%	10%[59 µM]
JMJD2A Tudor inh	5%	6%	10µM*	-17%	5%	-13%	-3%	-19%	-3%	1%
Pin1 inh	2%	-1%	0%	2%	-2%	-1%	1%	8%	0%	3%
HP1b binding inh	29%	20%	-11%	7%	43%	34%	-5%	26%	35%[activator]	19%

Copied from the list:
Entry for Cc1ccn2c(NC3CCCC3)c(-c3cccs3)nc2c1 in G9a inh: 45µM*
Entry for COc1cc(OC)cc(-c2nnc(SCc3cccc(C(=O)O)c3)o2)c1 in HP1b binding inh: -5%
Entry for COc1ccccc1N(CC(=O)NC(C)(C)C)C(=O)CCC(=O)Nc1ccccn1 in G9a inh: 17%
Entry for Cc1cc(C)c(NC(=O)Cn2c(=O)n(CCC(C)C)c(=O)c3cccnc32)c(C)c1 in G9a inh: 11%[59 µM]
Entry for CCOC(=O)/C(=C/Nc1ccccc1)[N+](=O)[O-] in HP1b binding inh: 34%
Entry for COc1ccc(/C=N/NC(=O)c2ccco2)cc1COc1ccc(F)cc1 in HP1b binding inh: 26%
Entry for O=C(O)Cc1ccc2sc(-c3ccccc3)nc2c1 in JMJD2A Tudor inh: 1%

One compound at a time, as listed above. Order of screens: PGK inhibitor | BAZ2B inh | GLS inhibitor | POLI inh | BLM inh | G9a inh | JMJD2A Tudor inh | Pin1 inh | HP1b binding inh
`COc1ccccc1N(CC(=O)NC(C)(C)C)C(=O)CCC(=O)Nc1ccccn1` is listed as -1% | -14% | -7% | 58%[activator] | -4% | 17% | -3% | 0% | 35%[activator]
`Cc1cc(C)n(CC(=O)c2ccccc2)c(=O)c1C#N` is listed as -7% | -3% | 2% | -4% | 1% | 5%[2.33 µM] | 5% | 2% | 29%
`Cc1cc(C)c(NC(=O)Cn2c(=O)n(CCC(C)C)c(=O)c3cccnc32)c(C)c1` is listed as 0% | 5% | -3% | -1% | -3% | 11%[59 µM] | -17% | 2% | 7%

Carrying on.
#11 COc1ccc(C(=O)Nc2ccc(S(=O)(=O)N3CCN(C)CC3)cc2)cc1[N+](=O)[O-]
#12 O=C(CN1C(=O)CSC1=O)N1CCc2ccccc2C1
#13 O=C(CSCc1ccccc1)N1CCN(S(=O)(=O)c2ccc(F)cc2)CC1
#14 NC(=O)COC(=O)c1cc(-c2ccco2)nc2ccccc12
#15 CCNc1nc(NC(C)(C)C)nc(SC(C(C)=O)C(C)=O)n1
#16 O=C(N/C(=C/c1cccnc1)C(=O)N1CCOCC1)c1ccccc1
#17 CCN(CC)S(=O)(=O)c1ccc2nc(CCl)[nH]c2c1
#18 CN1CCN(C(=O)c2cccc(S(=O)(=O)N3CCCCC3)c2)CC1
#19 CCOC(=O)C1=C(C)NC(C)=C(C(=O)OCC)C1C1=COCCO1
#20 COc1cccc(OC)c1C(=O)N[C@@H]1C(=O)N2[C@@H]1SC(C)(C)[C@@H]2C(=O)O

compound no.	11	12	13	14	15	16	17	18	19	20
PGK inhibitor	-6%	7%	i	-16%	-6%	-4%	-10%	i	-7%	2%
BAZ2B inh	-25%	6%	-11%	-24%	?	-1%	-19%	7%	7%	nt
GLS inhibitor	-2%	10%	1%	-14%	-24%	3%	85%[activator]	-2%	7%	0%
POLI inh	-17%	11%	21%	?	-5%	55%[activator]	31%[activator]	10%	6%	19%
BLM inh	-6%	-16%	-3%	-3%	0%	-3%	2%	-1%	-1%	nt
G9a inh	1%[59 µM]	-3%[12.7 µM]	-8%	16µM*	-19%	2%[59 µM]	50µM*	10%	-15%	nt
JMJD2A Tudor inh	-7%	-11%	-19%	-19%	?	-8%	-24%	-2%	-15%	?
Pin1 inh	0%	-1%	-10%	-5%	1%	2%	2%	-5%	0%	2%
HP1b binding inh	19%	35%[activator]	36%	6%	1%	38%	64%[activator]	40%[activator]	21%	10%[57 µM]

#21 CCS(=O)(=O)N1CCC(C(=O)NCCN2CCOCC2)CC1
#22 COc1cccc(-c2nc(NCC3CCCO3)c3ccccc3n2)c1O (stereo unspecified)
#23 COc1ccccc1NC(=O)CSc1nnc2ccc(-c3cccnc3)nn12
#24 O=C(NNC(=O)c1ccccc1Cl)c1ccncc1
#25 CCN1CCN(c2ccc(NC(=O)CCc3c(C)nc4c(-c5ccccc5)c(C)nn4c3C)cc2)CC1
#26 CCOc1ccc(N2C(=O)CN=C2Nc2ccccc2Cl)cc1
#27 Cc1ccc(NC(=O)CCCC(=O)O)c(-c2nc3ccccc3[nH]c2=O)c1
#28 CCCC[C@@H]1CNCCN1CCCc1cc(OC)c(OC)c(OC)c1
#29 CCn1nnc(NC(=O)c2cccnc2)n1
#30 NC(=O)COC(=O)c1cccnc1Nc1ccccc1F

compound no.	21	22	23	24	25	26	27	28	29	30
PGK inhibitor	1%	4%	i	-3%	i	i	-5%	-7%	-8%	i
BAZ2B inh	6%	?	71µM*	6%	-7%	-5%	0%	-10%	-30%	-1%
GLS inhibitor	3%	-6%	3%	18%	9%	7%	-5%	-4%	-14%	-8%
POLI inh	-27%	39%[activator]	7%	12%	1%	0%	?	-22%	-4%	14%
BLM inh	3%	-7%	-5%	0%	-1%	-2%	-7%	nt	1%	-2%
G9a inh	14%	?	40µM*	53%[activator][59 µM]	79µM*	13%[0.501 µM]	12%	-40%[2.33 µM]	40µM*	-3%
JMJD2A Tudor inh	-5%	?	-15%	-8%	?	-20%	-18%	-18%	-5%	0%
Pin1 inh	34%	2%	3%	4%	3%	3%	4%	-5%	-1%	0%
HP1b binding inh	39%[activator]	-24%	14%	25%	-6%	10%	1%	38%	-18%	44%[activator]

#31 Cc1cccc(C)c1NC(=O)CNC(=O)CNC(=O)c1ccc2c(c1)OCO2
#32 Cc1sc2ncn(CC(=O)N3CCN(c4ccccn4)CC3)c(=O)c2c1S(=O)(=O)N1CCC(C)CC1
#33 CCOc1ccc(CN2CCNC(=O)C2CC(=O)O)cc1 (stereo unspecified)
#34 COc1ccc(N(C)C(=O)C2CCN(S(=O)(=O)c3cccc4nonc34)CC2)cc1
#35 NC(=O)c1ccccc1OCC(=O)Nc1cccnc1Cl
#36 N#Cc1c(NC(=O)c2ccc(Cn3cc(Br)cn3)o2)sc2c1CCCCC2
#37 O=C(OCc1ccc2c(c1)OCO2)c1cccc(S(=O)(=O)N2CCCCC2)c1
#38 Cc1cc(C)cc(NC(=S)N(Cc2ccc(Cl)cc2)Cc2ccc(C(=O)O)cc2)c1
#39 COC(=O)COc1ccc(S(=O)(=O)N2CCCCCC2)cc1C
#40 O=C1c2ccc3c4c(ccc(c24)C(=O)N1c1cccc(O)c1)C(=O)N(c1cccc(O)c1)C3=O

compound no.	31	32	33	34	35	36	37	38	39	40
PGK inhibitor	i	1%	-4%	-9%	-4%	-6%	-5%	-2%	0%	i
BAZ2B inh	-6%	5%	6%	1%	9%	11%[57.1 µM]	15%	?	3%	-14%
GLS inhibitor	3%	1%	0%	-6%	10%	-6%	-2%	0%	3%	-2%
POLI inh	-6%	0%	10%	29%	-1%	?	17%	4%	9%	33%
BLM inh	nt	-2%	-3%	1%	nt	-14%	-8%	-2%	1%	-2%
G9a inh	17%[0.501 µM]	24%	-8%	9%	19%[59 µM]	13%	80%[activator]	19%	8%[59 µM]	-3%[59 µM]
JMJD2A Tudor inh	11%	6%	-8%	-14%	-16%	-31%	1%	-23%	11%	-6%
Pin1 inh	-9%	5%	0%	-7%	-6%	45%[activator]	-2%	?	-3%	-4%
HP1b binding inh	5%	2%	42%[activator]	-21%	28%	23%	56%	20%	17%	26%

#41 CCCNC(=O)/C=C/c1ccc(C(C)C)cc1
#42 COC(=O)c1c(-c2ccncc2)csc1NC(=O)c1ccoc1C
#43 CC(=O)Nc1ccc(NS(=O)(=O)c2cc(-c3cnc(C4CC4)o3)ccc2C)cc1
#44 N=c1c(C(=O)NCc2ccc(F)cc2)cc2c(=O)n3ccccc3nc2n1CC1CCCO1 (stereo unspecified)

compound no.	41	42	43	44
PGK inhibitor	i	-1%	-3%	-3%
BAZ2B inh	8%	-7%	-5%	3%
GLS inhibitor	1%	3%	25%	0%
POLI inh	18%	10%	8%	17%
BLM inh	3%	-10%	-1%	-6%
G9a inh	14%[59 µM]	-10%[59 µM]	nt	?
JMJD2A Tudor inh	-4%	-27%	18%	-10%
Pin1 inh	-1%	11%	-4%	?
HP1b binding inh	44%	28%	38%	28%

The list is partial; rates above refer to the full screens.
